Source: PubChem BioAssay (Broad Institute)
PGC1a acetyl inh: inhibitors of PGC1a acetylation signal, primary screen, cell-based, U2OS, AlphaScreen, inhibitor mode; inhibition, % at 15.6 µM; AlphaScreen anti-acetyl-lysine; with virally co-expressed GCN5 acetyltransferase; AID 651687, 2012; 350,000 tested, 0.17% active;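 active means every replicate shows inhibition of at least 40%; inconclusive means mean inhibition at least 40% but some replicate below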;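 further: 0% = neutral control wells and 100% = positive control wells; some results beyond the cut were filed as inactive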
EWS-Fli block: EWS/Fli-driven NR0B1 reporter inhibitors, primary screen, A673 cells, NR0B1 luciferase, luminescence, MLPCN library; AID 651661, 2012; viability-normalised; inhibition, % at 12.6 µM; 350,000 tested, 0.67% active;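 active means mean inhibition of at least 50% after viability correction, with every replicate also passing that limit; inconclusive means mean reaches 50% but only one of two replicates passes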;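 further: firefly luciferase signal divided by Alamar Blue viability fluorescence both relative to DMSO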
S100A4 inh HTS: inhibitors of S100A4-myosin IIA peptide binding, primary screen, biochemical, fluorescence polarization, TAMRA-MyoIIA peptide. Protein S100-A4 (Homo sapiens), P26447. inhibition, % at 10.7 µM. 360,000 tested, 0.14% active;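 active means mean inhibition of at least 70% across replicates, with every replicate also reaching that level; inconclusive means mean inhibition reaches 70% but some replicates fall short; inactive means mean inhibition below 70%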
Target sequence (P26447 whole entry, looked up): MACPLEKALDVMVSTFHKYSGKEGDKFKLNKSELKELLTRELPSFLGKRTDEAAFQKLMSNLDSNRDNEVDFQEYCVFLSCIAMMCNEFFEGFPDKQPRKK
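Material: S100A4 monomer protein | Medium: HEPES pH 7.2 with CaCl2, KCl, NaCl, DTT, Triton | Reagent: Labelled myosin peptide probe, 5 nM | Doses: One dose per compound | Times: 5 min incubation before reading | Benchmarks: Neutral control DMSO, positive control TFP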
PglD inh: C. jejuni PglD acetyltransferase inhibitors, primary screen, biochemical, DTNB colorimetric, single point; 360,000 tested, 0.098% active; purified PglD enzyme, DTNB colorimetric CoA detection; inhibition, % at 12.5 µM; UDP-N-acetylbacillosamine N-acetyltransferase PglD (Campylobacter jejuni); in the data active means inhibition above about 16%, passing the limit was not always enough; inconclusive means no clear call, values can overlap the other calls; further: strong numbers were not always called active
ERAP1 inh: human ERAP1 aminopeptidase inhibitors, primary screen, biochemical, single point, plate reader | Endoplasmic reticulum aminopeptidase 1 (Homo sapiens), Q9NZ08 | recombinant ERAP1, Leu-AMC fluorescence, 60 min | inhibition, % at 10.7 µM | 340,000 tested, 0.15% active | AID 652197, 2013;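 active means mean replicate inhibition of at least 30%, or all replicates individually reaching that 30% level; inactive means mean below 30% and not every replicate reaching it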;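 further: 0% = neutral control wells and 100% = L-leucinethiol positive control wells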
Target sequence (Q9NZ08 whole entry, looked up): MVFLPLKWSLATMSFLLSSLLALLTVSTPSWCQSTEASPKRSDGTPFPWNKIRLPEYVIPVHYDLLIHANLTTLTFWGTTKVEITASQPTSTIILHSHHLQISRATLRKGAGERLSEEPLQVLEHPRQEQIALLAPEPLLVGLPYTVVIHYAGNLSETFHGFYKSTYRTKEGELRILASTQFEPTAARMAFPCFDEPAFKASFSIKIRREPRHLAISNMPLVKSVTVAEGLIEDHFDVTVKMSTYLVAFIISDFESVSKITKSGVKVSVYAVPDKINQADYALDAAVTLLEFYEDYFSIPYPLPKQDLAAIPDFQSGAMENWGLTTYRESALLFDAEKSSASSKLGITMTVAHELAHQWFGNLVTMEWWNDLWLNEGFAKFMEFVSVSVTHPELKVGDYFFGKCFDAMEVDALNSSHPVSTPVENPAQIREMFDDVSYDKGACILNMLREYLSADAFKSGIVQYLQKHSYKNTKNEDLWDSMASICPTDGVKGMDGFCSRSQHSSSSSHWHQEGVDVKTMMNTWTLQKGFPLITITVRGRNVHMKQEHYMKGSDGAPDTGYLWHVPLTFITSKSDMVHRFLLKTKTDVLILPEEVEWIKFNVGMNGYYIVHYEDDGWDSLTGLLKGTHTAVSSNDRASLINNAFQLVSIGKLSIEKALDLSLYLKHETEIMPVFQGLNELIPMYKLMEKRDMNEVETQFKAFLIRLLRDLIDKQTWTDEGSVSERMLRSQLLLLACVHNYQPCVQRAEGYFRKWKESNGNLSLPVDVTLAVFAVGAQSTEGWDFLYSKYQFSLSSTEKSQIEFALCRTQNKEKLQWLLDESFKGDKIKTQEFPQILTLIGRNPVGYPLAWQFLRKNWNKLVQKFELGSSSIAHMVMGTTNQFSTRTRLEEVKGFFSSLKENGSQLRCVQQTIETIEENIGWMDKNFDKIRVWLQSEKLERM
FN deposition inh: inhibitors of fibronectin matrix deposition, primary screen, AH1F cells, Alexa488-fibronectin fluorescence, plate reader; AH1F fibroblasts, overnight; inhibition, % at 12.6 µM; 350,000 tested, 0.086% active; AID 743247, 2014;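 active means mean inhibition across replicates of 30% or more, regardless of how many single replicates reach that level; inconclusive means mean under 30% yet at least half of replicates reach 30%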;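 further: positive control wells lacked labelled fibronectin entirely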
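Measured by – fluorescence 485/525 nm · System – AH1F fibroblast monolayer, labelled fibronectin deposition · Amount – 10000 cells per well · Buffer or medium – serum-reduced DMEM (2% serum) · Doses – single dose, pinned · Also added – fluorescent fibronectin at 24 nM final · Schedule – 1 h cell attachment, overnight exposure to compound and label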
PAX8 inh HTS: inhibitors of PAX8-driven TPO luciferase reporter, primary screen, RMG-I cells, single concentration; SteadyGlo, 24 h; inhibition, % at 12.6 µM; 360,000 tested, 1.2% active; AID 652154, 2013;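 active means mean replicate inhibition at least 60% with every replicate also reaching 60%; inconclusive means only one of the two criteria is met; inactive means mean below 60% and not all replicates reaching 60%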;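 further: luciferase light reporting Pax8 driven TPO promoter activity; plate controls were median of neutral control wells for no effect and mitoxantrone controls for full effect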
LGR2 inh: inhibitors of bursicon-induced LGR2 CRE-luciferase signal, primary screen, cell-based, HEK293, CRE-luciferase reporter, bursicon stimulation; Drosophila bursicon receptor LGR2 (rickets); bursicon-stimulated, 4 h; inhibition, % at 9.99 µM; 380,000 tested, 0.35% active; AID 720647, 2013;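 active means drop in luminescence signal, shown as inhibition above about 50% in the replicate tests, limit read from the data, passing the limit was not always enough; inconclusive means probably only some replicates passing the limit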;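 further: agonist challenge used bursicon conditioned medium at about half maximal strength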
An asterisk follows results filed as active. Compounds as they come; 2.1% or so of the library scored in one or more.

For Cc1ccc(CNC(=O)CNS(=O)(=O)c2ccc(Br)s2)cc1 the results were EWS-Fli block 1.8, S100A4 inh HTS -0.4, PglD inh 4.2, ERAP1 inh 3.0, FN deposition inh -8.7, PAX8 inh HTS -2.0 and LGR2 inh -0.6.
For COc1ccc(S(=O)(=O)Nc2cccc3c2O[C@@H](CN(C)CC2CCCCC2)[C@@H](C)CN([C@H](C)CO)C3=O)cc1 the results were PGC1a acetyl inh -0.9, EWS-Fli block 14.2, FN deposition inh 8.8, PAX8 inh HTS -11.6 and LGR2 inh -0.3.
Screening Cc1cccc(NCc2cc(Cl)ccc2O)n1 returned PGC1a acetyl inh -9.3, EWS-Fli block -1.6, S100A4 inh HTS 2.8, PglD inh -2.6, ERAP1 inh -0.2 and LGR2 inh 1.9.
Screening O=C1C2CCCCC2C(=O)N1c1cccc(OS(=O)(=O)c2ccccc2)c1 (stereo unspecified) returned PglD inh 3.0, FN deposition inh -3.5, PAX8 inh HTS 1.2 and LGR2 inh 20.9.
CN1c2ccc(C3=CCCCC3)cc2[C@@H]2[C@@H](CCN2C(=O)Cc2ccccn2)[C@H]1CO was read as PGC1a acetyl inh 5.9, EWS-Fli block -57.5, PglD inh 0.7, FN deposition inh -1.5, PAX8 inh HTS -90.8 and LGR2 inh -25.8.
O=C(C1CCOCC1)N1CC[C@@H]2[C@H]1c1cc(-c3cccc(F)c3)ccc1N[C@@H]2CO was read as PGC1a acetyl inh 5.0, EWS-Fli block -1.5, S100A4 inh HTS 12.7, PglD inh 8.8, ERAP1 inh -2.1, FN deposition inh 0.0, PAX8 inh HTS -4.5 and LGR2 inh 13.9.
Cc1ccc(O)c(CNCCNCc2cc(C)ccc2O)c1 was read as PGC1a acetyl inh -9.2, EWS-Fli block 28.7, S100A4 inh HTS -7.8, PglD inh 0.4, ERAP1 inh -1.3, FN deposition inh 8.5, PAX8 inh HTS 48.5 and LGR2 inh -17.6.
Screening CCc1nnc2c3cnn(-c4ccccc4)c3ncn12 returned PGC1a acetyl inh 5.5, PglD inh 0.4, FN deposition inh -1.6 and PAX8 inh HTS -133.4.
CCN(CC)c1ccc(/C=C2\CCC(/C=N/NC(=O)c3ccc(=O)n(C)c3)=C2N2CCOCC2)cc1 was read as EWS-Fli block 1.1, S100A4 inh HTS -36.2, ERAP1 inh -0.4, FN deposition inh 1.2, PAX8 inh HTS -3.3 and LGR2 inh 4.1.
`COc1ccccc1CNC(=O)COc1ccc2c(c1)CCC2` gave EWS-Fli block -9.7, S100A4 inh HTS 4.7, ERAP1 inh 7.6, FN deposition inh -12.8, PAX8 inh HTS 3.2 and LGR2 inh -15.7.
Screening O=C(c1ccccc1)c1nnc(-c2ccccc2F)o1 returned PGC1a acetyl inh -7.9, PglD inh -0.6, FN deposition inh 2.6 and PAX8 inh HTS -50.9.
NCCCC[C@H]1CNC(=S)N1CC1(c2ccccc2)CC1 was read as EWS-Fli block 1.4, S100A4 inh HTS -3.8, PglD inh 2.9, ERAP1 inh 0.5, FN deposition inh -6.0, PAX8 inh HTS -30.4 and LGR2 inh -5.1.
For CC(C)NC(=O)Nc1ccc2c(c1)C(=O)N([C@@H](C)CO)C[C@@H](C)[C@@H](CN(C)C(=O)CCCN(C)C)OCCCC[C@H](C)O2 the results were PGC1a acetyl inh 5.6, S100A4 inh HTS 15.4, PglD inh -4.3, ERAP1 inh 1.3, FN deposition inh -1.5, PAX8 inh HTS -7.0 and LGR2 inh -1.5.
For COc1ccc(C(C)NCCC(c2ccc(OC(C)C)cc2)c2ccccc2OC)cc1 (stereo unspecified) the results were EWS-Fli block inconclusive, S100A4 inh HTS -0.3, ERAP1 inh 0.9, FN deposition inh 4.2, PAX8 inh HTS 51.3 and LGR2 inh 98.7*.
For C[C@H]1CN([C@@H](C)CO)S(=O)(=O)c2ccc(/C=C/c3ccccc3)cc2O[C@@H]1CN(C)C(=O)CN1CCOCC1 the results were PGC1a acetyl inh 6.0, EWS-Fli block -2.6, S100A4 inh HTS -9.6, PglD inh 2.5, ERAP1 inh -0.3 and PAX8 inh HTS 5.3.
Screening Cc1cc2n(n1)C(c1ccc3c(c1)OCO3)Nc1c(C)cccc1-2 (stereo unspecified) returned PGC1a acetyl inh -9.7, PglD inh -2.4, FN deposition inh 3.0 and PAX8 inh HTS -5.4.
`COc1cccc(C2=NOC(C(=O)NCc3cccnc3)C2)c1` (stereo unspecified) gave PGC1a acetyl inh -6.7, EWS-Fli block -5.3, S100A4 inh HTS -17.7, PglD inh 5.6, ERAP1 inh 1.5, FN deposition inh -3.0, PAX8 inh HTS -7.9 and LGR2 inh -2.9.
`CO[C@@H]1CN(C)C(=O)c2cc(NC(=O)C3CCC3)ccc2OC[C@@H](C)N(Cc2ccc(F)cc2)C[C@H]1C` gave EWS-Fli block 5.3, S100A4 inh HTS 18.3, PglD inh 1.5, ERAP1 inh -0.9, FN deposition inh 2.8, PAX8 inh HTS 15.3 and LGR2 inh 6.5.
For CCCc1cc(=O)[nH]c(N/N=C/C=C\c2ccccc2)n1 the results were PGC1a acetyl inh -5.9, EWS-Fli block -10.6, S100A4 inh HTS -0.7, PglD inh 1.0, ERAP1 inh 3.7, FN deposition inh 9.7, PAX8 inh HTS 9.2 and LGR2 inh -52.9.
N#CC(Cc1cc2ccccc2n1S(=O)(=O)c1ccccc1)OCc1ccccc1 (stereo unspecified) was read as PGC1a acetyl inh -3.5, EWS-Fli block 10.0, S100A4 inh HTS -4.6, PglD inh 1.3, ERAP1 inh 0.6, FN deposition inh -6.4, PAX8 inh HTS 14.1 and LGR2 inh 3.9.
For COCCNC(=O)CSc1nc(N)c(NC(=O)c2ccccc2F)c(=O)[nH]1 the results were PGC1a acetyl inh -0.1, PglD inh 5.8, FN deposition inh -0.8, PAX8 inh HTS 14.2 and LGR2 inh 20.7.
`CCOC(=O)c1c(C)n(-c2ccccc2)c2ccc(O)c(CN(C)C)c12` gave PGC1a acetyl inh -17.9, EWS-Fli block 10.1, S100A4 inh HTS 1.1, ERAP1 inh -6.3, FN deposition inh 3.3, PAX8 inh HTS 7.8 and LGR2 inh 23.0.
O=C(c1ccco1)N1N=C(c2cccs2)CC1c1cc([N+](=O)[O-])ccc1O (stereo unspecified) was read as S100A4 inh HTS -0.6, PglD inh 4.6, ERAP1 inh -0.4, FN deposition inh -2.9 and LGR2 inh -6.8.
For Cc1ccc(C(=O)n2cnc3ccccc32)cc1C the results were PGC1a acetyl inh 2.2, EWS-Fli block 0.9, S100A4 inh HTS -6.7, PglD inh 3.9, ERAP1 inh 0.8, FN deposition inh -0.9, PAX8 inh HTS 0.1 and LGR2 inh 5.7.
`C[C@@H]1CN([C@H](C)CO)C(=O)c2cccc(NC(=O)c3ccncc3)c2O[C@@H]1CN(C)S(=O)(=O)c1ccc(Cl)cc1` gave PGC1a acetyl inh 11.9, EWS-Fli block 1.7, S100A4 inh HTS 4.9, PglD inh 0.1, ERAP1 inh -0.4 and PAX8 inh HTS 7.2.
For COc1ccc(NC(=O)Nc2ccc3c(c2)C(=O)N([C@H](C)CO)C[C@H](C)[C@H](CN(C)Cc2ccc(C(F)(F)F)cc2)OCCCC[C@@H](C)O3)cc1 the results were PGC1a acetyl inh -2.1, EWS-Fli block -1.0, S100A4 inh HTS -8.8, PglD inh -3.3, ERAP1 inh -2.5, FN deposition inh -7.8, PAX8 inh HTS 49.9 and LGR2 inh -4.7.
`Cc1ccc(NC(=S)N2CCC(c3ccc(C)cc3)C2)cc1` (stereo unspecified) gave PGC1a acetyl inh 5.6, EWS-Fli block -47.3, S100A4 inh HTS -7.1, ERAP1 inh -1.2, FN deposition inh -4.7, PAX8 inh HTS -48.2 and LGR2 inh -21.7.
O=C(CCC(=O)N1CCN(c2ccc(F)cc2)CC1)c1ccccc1 was read as PGC1a acetyl inh 2.1, S100A4 inh HTS -5.7, PglD inh 1.4, ERAP1 inh 3.2, FN deposition inh -10.9, PAX8 inh HTS -20.9 and LGR2 inh -2.9.
`CCc1ccc(NC(=O)CSc2nc(N)c(NC(=O)c3ccc(F)c(F)c3)c(=O)[nH]2)cc1` gave EWS-Fli block 2.0, S100A4 inh HTS 10.7, PglD inh 0.0, ERAP1 inh 0.3, FN deposition inh -1.0, PAX8 inh HTS 4.1 and LGR2 inh -2.5.
`O=C1OC2(c3ccccc31)c1ccccc1-c1ccccc12` gave EWS-Fli block -53.2, S100A4 inh HTS 3.7, PglD inh -1.1, ERAP1 inh -0.2, FN deposition inh -15.1, PAX8 inh HTS -4.6 and LGR2 inh 1.9.
For Cc1c(OCC(=O)C(C)(C)C)ccc2c(-c3ccccc3)cc(=O)oc12 the results were PGC1a acetyl inh 4.1, EWS-Fli block 2.3, S100A4 inh HTS -1.0, PglD inh -2.8, ERAP1 inh 2.2, FN deposition inh -2.0, PAX8 inh HTS 8.4 and LGR2 inh -10.4.
C[C@@H]1CN([C@@H](C)CO)C(=O)Cc2cc(NS(=O)(=O)c3ccc(F)cc3)ccc2O[C@@H]1CN(C)C(=O)Nc1ccc(C(F)(F)F)cc1 was read as PGC1a acetyl inh -0.2, EWS-Fli block 8.2, S100A4 inh HTS -22.8, PglD inh -0.8, ERAP1 inh -4.0, PAX8 inh HTS 4.3 and LGR2 inh -10.5.
`CCN(c1ccc(OC)cc1)c1ncnc2nc[nH]c12` gave PGC1a acetyl inh 34.5, EWS-Fli block -17.5, S100A4 inh HTS -0.4, PglD inh 1.2, ERAP1 inh -3.4, FN deposition inh 3.8, PAX8 inh HTS -58.7 and LGR2 inh 16.4.
CN1CCN(c2ccc(-c3ccnn3C(=O)Nc3ccccc3)cc2)CC1 was read as EWS-Fli block -37.1, S100A4 inh HTS -8.0, ERAP1 inh 3.7, FN deposition inh 15.0 and PAX8 inh HTS -90.4.
Cc1nonc1-c1csc(N)n1 was read as PGC1a acetyl inh 4.0, EWS-Fli block -2.8, S100A4 inh HTS -5.2, PglD inh 4.7, ERAP1 inh -3.1, PAX8 inh HTS -10.2 and LGR2 inh 13.4.
Screening C[C@H]1CN([C@@H](C)CO)C(=O)c2cc(C3=CCCC3)cnc2O[C@@H]1CN(C)S(C)(=O)=O returned PGC1a acetyl inh -11.2, EWS-Fli block 1.8, S100A4 inh HTS -77.8, PglD inh 2.0, PAX8 inh HTS -31.4 and LGR2 inh -5.2.
`Cc1cc(C)c(S(=O)(=O)N2CCCC(C(=O)NCc3ccccn3)C2)c(C)c1` (stereo unspecified) gave EWS-Fli block -7.3, S100A4 inh HTS 2.7, PglD inh 3.1, ERAP1 inh 2.0, FN deposition inh -3.6, PAX8 inh HTS 8.8 and LGR2 inh -6.7.
For C[C@@H]1CN([C@@H](C)CO)C(=O)c2cc(C#CCN(C)C)cnc2O[C@H]1CN(C)C(=O)Nc1cccc(F)c1 the results were PGC1a acetyl inh 3.9, EWS-Fli block 0.1, S100A4 inh HTS -6.6, PglD inh 0.1, ERAP1 inh 0.7 and LGR2 inh 6.7.
